From PubChem
AMPAR-TARP mod – GluA2-stargazin AMPA receptor complex modulation; O88602+P19491; HEK293 GluA2+stargazin, membrane potential dye (FDSS), glutamate EC50; hits were called plate by plate, in both directions; calls only at 30 µM; 3.5% of 40,000 active; AID 1259245;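 active = any of four per-well response measures lying three or more SD from its plate-wide compound average, in either direction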
Target sequence (O88602 whole entry, looked up): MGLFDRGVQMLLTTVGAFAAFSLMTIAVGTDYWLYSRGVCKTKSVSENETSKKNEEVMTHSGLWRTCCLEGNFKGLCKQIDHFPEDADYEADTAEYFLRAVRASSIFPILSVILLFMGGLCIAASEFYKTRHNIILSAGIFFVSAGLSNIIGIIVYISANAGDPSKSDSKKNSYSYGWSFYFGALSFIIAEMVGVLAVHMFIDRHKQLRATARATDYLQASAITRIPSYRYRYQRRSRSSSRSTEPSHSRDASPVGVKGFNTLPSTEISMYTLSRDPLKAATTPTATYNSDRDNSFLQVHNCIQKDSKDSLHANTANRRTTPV
Target sequence (P19491 whole entry, looked up): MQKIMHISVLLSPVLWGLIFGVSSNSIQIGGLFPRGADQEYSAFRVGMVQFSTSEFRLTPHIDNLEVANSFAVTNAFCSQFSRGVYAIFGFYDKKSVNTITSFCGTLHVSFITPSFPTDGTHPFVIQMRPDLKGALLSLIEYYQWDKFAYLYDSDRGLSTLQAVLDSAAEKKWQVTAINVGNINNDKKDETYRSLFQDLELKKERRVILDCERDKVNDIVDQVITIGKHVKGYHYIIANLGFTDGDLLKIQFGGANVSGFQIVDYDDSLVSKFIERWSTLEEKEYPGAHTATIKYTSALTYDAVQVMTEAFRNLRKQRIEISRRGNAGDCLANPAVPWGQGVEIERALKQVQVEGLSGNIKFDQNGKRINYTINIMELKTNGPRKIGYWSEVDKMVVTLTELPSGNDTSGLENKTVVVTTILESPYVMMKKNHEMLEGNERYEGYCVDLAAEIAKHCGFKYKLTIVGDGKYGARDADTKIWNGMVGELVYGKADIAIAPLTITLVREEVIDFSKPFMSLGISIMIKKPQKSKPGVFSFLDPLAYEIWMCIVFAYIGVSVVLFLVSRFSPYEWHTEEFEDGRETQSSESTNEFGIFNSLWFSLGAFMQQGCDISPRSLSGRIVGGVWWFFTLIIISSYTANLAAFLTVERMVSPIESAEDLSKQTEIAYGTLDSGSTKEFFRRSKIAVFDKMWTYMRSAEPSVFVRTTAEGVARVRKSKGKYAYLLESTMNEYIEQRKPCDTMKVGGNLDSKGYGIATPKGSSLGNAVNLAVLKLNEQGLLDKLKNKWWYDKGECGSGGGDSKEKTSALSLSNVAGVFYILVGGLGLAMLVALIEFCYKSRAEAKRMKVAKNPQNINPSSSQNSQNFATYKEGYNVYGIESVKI
AMPAR-TARP mod agonism max-min – also measured in AMPAR-TARP mod; calls as there; compound max-min signal; compound-alone response (agonism);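 unitless range of fluorescence divided by baseline over first 100 seconds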
AMPAR-TARP mod glutamate slope – second read-out of AMPAR-TARP mod, no call of its own (marks repeat the call); glutamate slope, % of max; measured here: glutamate response slope, % max;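 scaled per plate between vehicle wells and maximal 1 mM glutamate control wells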
* = called active by the depositor; i = inactive; + = active, no number. A portion of the library, so the mix of outcomes need not match the whole.

compound | AMPAR-TARP mod | AMPAR-TARP mod agonism max-min | AMPAR-TARP mod glutamate slope
O=C(NCCOc1ccc(F)cc1)C(=O)NCc1ccccc1Cl | i | 0.0966 | 54.4
Cc1noc(C)c1CN1CCN(S(=O)(=O)c2c(C)noc2C)CC1 | i | 0.0662 | 62.5
CN(C(=O)Cn1c(=O)c2c(N3CCN(C(=O)C4CC4)CC3)ccnc2n(C)c1=O)c1ccccc1 | i | 0.0971 | 75.7
CCOCCn1c(=O)c2c(nc3n(-c4ccc(CC)cc4)c(-c4ccccc4)cn23)n(C)c1=O | i | 0.114 | 62.8
Cc1nc2c(-c3ccccc3)cnn2c(NCCN2CCOCC2)c1C | i | 0.187 | 53.9
O=C(COc1ccc2ccccc2c1)NNC(=O)c1ccc(=O)n(Cc2ccccc2)c1 | i | 0.0737 | 51.4
O=C(CS(=O)(=O)c1ccc(Cl)s1)Nc1ccc2c(c1)OCO2 | i | 0.116 | 48.0
O=C(Nc1nc(-c2ccncc2)cs1)C1CCCN(S(=O)(=O)c2cccs2)C1 (stereo not drawn) | i | 0.0866 | 64.5
Cn1ccc(C(=O)N(Cc2cccnc2)c2nc3c(Cl)cccc3s2)n1 | i | 0.0779 | 57.6
Cc1nnc(NC(=O)CSc2nc(-c3ccccc3)c(N)s2)s1 | i | 0.0652 | 23.4
CN(C(=O)C1COCC(=O)N1Cc1ccccc1)c1ccccc1 (stereo not drawn) | i | 0.0659 | 53.5
O=C(Cc1cccc2ccccc12)NCC(c1ccco1)N1CCOCC1 (stereo not drawn) | i | 0.148 | 39.3
COc1ccc(Cn2c(=O)c3c(nc(-n4nc(C)cc4C)n3C(C)C)n(C)c2=O)cc1 | i | 0.0599 | 56.1
COCC(=O)Nc1ccc2c(c1)N(C(=O)c1ccco1)CC2 | i | 0.15 | 62.7
COc1ccc(-c2cc(OCC(=O)Nc3ccc(OC)cc3OC)c3ccccc3n2)cc1 | i | 0.0718 | 61.0
O=C(Cc1ccc(NS(=O)(=O)Cc2ccccc2Cl)cc1)N1CCOCC1 | i | 0.127 | 58.6
O=C(C1CCC(=O)N1S(=O)(=O)c1ccc(Cl)cc1)N1CCCCC1 (stereo not drawn) | i | 0.111 | 61.1
COc1cc(/C=C2\SC(=S)N(c3ccc(NC(C)=O)cc3)C2=O)ccc1O | i | 0.0736 | 57.2
CC(C)S(=O)(=O)c1cccc(C(=O)Nc2ccccc2Oc2ccccc2)c1 | i | 0.0307 | 61.0
CC(NC(=O)C1CCCN(c2ccc(-n3cccn3)nn2)C1)c1ccccc1 (stereo not drawn) | i | 0.0703 | 59.8
CSCCC(C)(O)CNS(=O)(=O)c1c(F)cccc1F (stereo not drawn) | i | 0.0947 | 55.3
O=C(c1ccc2c(c1)OCO2)N1CCC(Oc2nc3c(F)cc(F)cc3s2)CC1 | i | 0.116 | 51.9
Cc1c(Cl)cccc1S(=O)(=O)NCc1nn(C)c(=O)c2ccccc12 | i | 0.0879 | 46.6
O=C(NCc1ccccc1)c1ccc(C(=O)NCc2ccccc2)cc1 | i | 0.0984 | 71.9
COc1ccc(CNC(=O)NCC(O)Cc2ccccc2)cc1 (stereo not drawn) | i | 0.132 | 55.8
COc1cccc2cc(C(=O)NCC(C)(O)C3CC3)oc12 (stereo not drawn) | i | 0.118 | 63.7
Cc1nnc(C2CCN(C(=O)C3(c4cccs4)CCCC3)CC2)s1 | i | 0.0417 | 61.0
Cn1nc(CNC(=O)OC(C)(C)C)c2ccccc2c1=O | i | 0.0962 | 59.0
CCc1cc(=O)[nH]c(SCc2nc(-c3ccc(SC)cc3)no2)n1 | i | 0.0847 | 58.8
COc1ccc(C)cc1S(=O)(=O)NCCNc1cc(-n2nc(C)cc2C)nc(C)n1 | i | 0.0967 | 67.9
O=C(NC1(c2nc(-c3cccnc3)no2)CCCCC1)c1ccc2ccccc2n1 | i | 0.0742 | 52.0
COc1ccccc1N1CCN(CCNC(=O)Cc2ccc(F)cc2)CC1 | i | 0.0502 | 52.9
COc1ccccc1CNC(=O)C(=O)Nc1ccc2c(c1)N(S(C)(=O)=O)CCC2 | i | 0.0551 | 49.5
COCc1c(C(=O)Nc2cc(OC)ccc2Cl)nnn1-c1ccc(C)cc1 | i | 0.125 | 50.1
CN(C)c1nn(CC(=O)N2CCc3ccccc32)cc1-c1ccccc1 | i | 0.128 | 55.6
CN(C)C(CNC(=O)C(=O)NCc1ccc2c(c1)OCO2)c1cccs1 (stereo not drawn) | i | 0.0757 | 97.3
Cc1nc(Nc2ccc(NC(=O)Cc3ccccc3)cc2)cc(-n2ccnc2)n1 | i | 0.0721 | 45.5
Cc1c(NC(=O)c2ccc(S(=O)(=O)N3CCCC3)cc2)c(=O)n(-c2ccccc2)n1C | i | 0.0529 | 52.6
COc1ccc(C)cc1NC(=O)C(=O)NCCC(O)c1ccco1 (stereo not drawn) | i | 0.149 | 52.3
COc1ccc(/C=C2\Oc3cc(OS(C)(=O)=O)ccc3C2=O)c(OC)c1 | i | 0.0946 | 41.4
Cc1ccc(NC(=O)CC2SC(=O)N(Cc3ccccc3)C2=O)c(C)c1 (stereo not drawn) | i | 0.155 | 58.9
CCc1nnsc1C(=O)Nc1ccc(S(=O)(=O)Nc2onc(C)c2C)cc1 | i | 0.107 | 67.7
COCCn1nnn(-c2ccc(NC(=O)c3ccc4nsnc4c3)cc2)c1=O | i | 0.148 | 48.6
COc1ccc(N2CCN(C(=O)c3ccc4ccccc4c3)CC2)nn1 | i | 0.0405 | 38.6
CN1C(=O)N(C)C2(CCN(C(=O)c3ccc(C(C)(C)C)cc3)CC2)C1=O | i | 0.0903 | 60.4
COc1ccc(N2CCN(C(=O)C(C)Oc3ccccc3)CC2)nn1 (stereo not drawn) | i | 0.0444 | 51.5
CC1CCN(S(=O)(=O)c2ccc3nn(Cc4ccccc4Cl)c(=O)n3c2)CC1 | i | 0.085 | 49.6
O=C(Nc1ccc2c(c1)OCO2)N1CCN(Cc2nc(-c3ccc(F)cc3)cs2)CC1 | i | 0.179 | 62.5

Brought forward from above: 3 entries, followed by the next part.
compound | AMPAR-TARP mod | AMPAR-TARP mod agonism max-min | AMPAR-TARP mod glutamate slope
COc1ccc(N2CCN(C(=O)C(C)Oc3ccccc3)CC2)nn1 (stereo not drawn) | i | 0.0444 | 51.5
CC1CCN(S(=O)(=O)c2ccc3nn(Cc4ccccc4Cl)c(=O)n3c2)CC1 | i | 0.085 | 49.6
O=C(Nc1ccc2c(c1)OCO2)N1CCN(Cc2nc(-c3ccc(F)cc3)cs2)CC1 | i | 0.179 | 62.5
O=C(Cc1ccccc1)N1CCN(c2ncnc3c2nnn3-c2ccccc2)CC1 | i | 0.0286 | 60.6
COc1ccccc1N1CCN(c2nnc(SC(C)C)s2)CC1 | i | 0.138 | 47.5
CCc1ccc(NC(=O)c2cnc3c(c(C)nn3-c3ccccc3)c2Cl)cc1 | i | 0.0897 | 53.6
Cc1nnsc1C(=O)NCC#CCN1CCc2ccccc2C1 | i | 0.0595 | 55.5
CCS(=O)(=O)c1ccc(CC(=O)Nc2nc3cc4c(cc3s2)OCCO4)cc1 | i | 0.0622 | 56.0
O=S(=O)(NCC1COC2(CCCCC2)O1)c1cccc2ccccc12 (stereo not drawn) | + | 0.122* | 22.3*
COc1ccc(S(=O)(=O)N2CCCOC2CNC(=O)C(=O)NCc2ccccc2)cc1 (stereo not drawn) | i | 0.0541 | 56.8
COc1ccccc1-c1nnc2ccc(OCCNC(=O)c3ccc(F)cc3)nn12 | i | 0.0251 | 63.7
CC1(C)SCC(C(=O)O)NC1=O (stereo not drawn) | i | 0.0694 | 62.5
C=CCN1CC(c2nc3ccccc3n2CC(O)COc2ccccc2C)CC1=O (stereo not drawn) | i | 0.0965 | 65.6
COCCNC(=O)C1CCN(c2cc(Sc3cc(C)ccc3C)ncn2)CC1 | i | 0.0913 | 58.4
Cc1nc2cc(NC(=O)c3ccc(S(=O)(=O)N(C)Cc4ccco4)cc3)ccc2s1 | i | 0.0846 | 54.3
COc1ccc(CNC(=O)N2CCN(Cc3nc(-c4ccc(F)cc4)cs3)CC2)cc1 | i | 0.15 | 62.3
COc1ccc(-c2cc(C(=O)NC3CCCCC3)c3c(C)nn(C4CCS(=O)(=O)C4)c3n2)cc1 (stereo not drawn) | i | 0.0962 | 60.2
COc1cc(NC(=O)Nc2cccc(N3CCCS3(=O)=O)c2)cc(OC)c1 | i | 0.105 | 53.1
COc1ccccc1-c1cnn2c(NCCOCCO)cc(C)nc12 | i | 0.152 | 53.9
COc1ccc(-c2nc(S(=O)(=O)c3ccccc3)c(NCCN3CCOCC3)o2)cc1 | i | 0.131 | 51.1
NS(=O)(=O)c1ccc(CCNC(=O)CCc2csc(NC(=O)c3ccco3)n2)cc1 | i | 0.0938 | 65.0
COc1ccc(C(=O)NCC2(O)CCCC2)cc1OC | i | 0.0748 | 62.9
Cc1cc(C)n(-c2cc(NCCNS(=O)(=O)c3ccc4cccc5c4c3CC5)ncn2)n1 | i | 0.102 | 61.5
CN(C)C(CNC(=O)C(=O)Nc1cccc([N+](=O)[O-])c1)c1ccco1 (stereo not drawn) | i | 0.125 | 95.4
COCCNS(=O)(=O)c1ccc(OC)c(N(C)S(=O)(=O)c2ccc(C)cc2)c1 | i | 0.0565 | 53.8
Cc1cc(C)c(C(=O)Nc2ccc(OC(C)C)cc2)c(C)c1 | i | 0.0543 | 67.8
O=C(CCSc1ccccc1)N1CCC(Cn2cccn2)CC1 | i | 0.0891 | 91.4

Later entries.
mol	AMPAR-TARP mod	AMPAR-TARP mod agonism max-min	AMPAR-TARP mod glutamate slope
COc1cc(C(C)=O)ccc1OCC(O)CN1CCN(c2cccc(C)c2C)CC1 (stereo not drawn)	i	0.0928	58.9
O=c1nc(SCc2cccc3ccccc23)c2c(n1CCO)CCC2	i	0.0415	51.0
Cc1ccc(C)c(-c2nnc(NC(=O)c3ccc(S(=O)(=O)N(C)Cc4ccco4)cc3)o2)c1	i	0.0944	45.8
O=C(c1cccs1)N1CCN(c2ccc(-c3ccccc3)nn2)CC1	i	0.0873	52.6
Cc1ccc(Cn2cnc3c2c(=O)n(C)c(=O)n3C)cc1	i	0.0667	33.2
O=C(CSc1ccc(NC(=O)C2CC2)nn1)NCc1ccccc1Cl	i	0.105	57.5
Cn1c(C(F)(F)F)nn(CCNC(=O)c2cccc(-n3cnnn3)c2)c1=O	i	0.0967	61.7
O=C(CC1(O)C(=O)N(Cc2ccccc2)c2ccc(Cl)cc21)c1ccco1 (stereo not drawn)	i	0.0762	43.5
CCOc1ccc(S(=O)(=O)NCC2CCN(CCOC)CC2)cc1C	i	0.0506	41.8
CCS(=O)(=O)Nc1ccc2c(c1)C(=O)N1CCCCC1CCO2 (stereo not drawn)	i	0.0826	61.2
O=C1CCCCN1c1ccc(NS(=O)(=O)c2ccccc2Cl)cc1	i	0.0529	63.8
O=C(NCC1COC2(CCCC2)O1)C(=O)Nc1ccccc1[N+](=O)[O-] (stereo not drawn)	i	0.0687	46.0
O=[N+]([O-])c1ccc(S(=O)(=O)N2CCN(c3ccc(NCC4CCCO4)nn3)CC2)cc1 (stereo not drawn)	i	0.117	51.3
CC(=O)Nc1ccc(S(=O)(=O)NCC#CCN2CCc3ccccc3C2)cc1	i	0.0572	67.2
CC(C)(C)n1ncc2c(=O)n(NC(=O)COc3ccccc3)cnc21	i	0.0225	40.8
COc1cccc(C(CNC(=O)Nc2ccccc2)N2CCOCC2)c1 (stereo not drawn)	i	0.0696	36.3
COc1ccc(-c2nnc(NC(=O)C3CC3)o2)c(OC)c1	+	0.202*	51.8*
COCC(=O)Nc1ccc(Nc2cc(-n3cccn3)nc(C)n2)cc1	i	0.084	62.8
COC(=O)c1sccc1S(=O)(=O)N(CC(=O)NCc1ccc(C)cc1)c1ccc(Cl)cc1	i	0.117	60.1
Cn1cccc1C(CNC(=O)C(=O)Nc1ccc2c(c1)OCO2)N1CCOCC1 (stereo not drawn)	i	0.084	38.2
COc1ccc(-c2nc(COC(=O)c3nnn(-c4ccc(OC)c(Cl)c4)c3C)c(C)o2)cc1	i	0.107	68.6
O=C(NCc1ccc2c(c1)OCO2)C1CN(c2nc3c(F)cccc3s2)C1	i	0.101	57.7
COc1cc(OC)cc(-c2noc(Cn3ccn4nc(-c5ccc(C)c(C)c5)cc4c3=O)n2)c1	i	0.103	66.8
COc1ccc(CC(=O)Nc2nnc(-c3cc(C)n(C)n3)o2)cc1	i	0.0716	50.0

Random excerpt: 3 compounds from above
mol	AMPAR-TARP mod	AMPAR-TARP mod agonism max-min	AMPAR-TARP mod glutamate slope
COc1ccc(CC(=O)Nc2nnc(-c3cc(C)n(C)n3)o2)cc1	i	0.0716	50.0
O=[N+]([O-])c1ccc(S(=O)(=O)N2CCN(c3ccc(NCC4CCCO4)nn3)CC2)cc1 (stereo not drawn)	i	0.117	51.3
COC(=O)c1sccc1S(=O)(=O)N(CC(=O)NCc1ccc(C)cc1)c1ccc(Cl)cc1	i	0.117	60.1

Next part.
mol	AMPAR-TARP mod	AMPAR-TARP mod agonism max-min	AMPAR-TARP mod glutamate slope
O=S(=O)(c1ccccc1F)N1CCC(c2cccs2)CC1	i	0.113	66.6
Cc1nc(C)c(CC(=O)O)c(=O)[nH]1	i	0.0948	47.0
CCOC(=O)N1CCC(c2nnc(Cc3ccc(OC)cc3)s2)CC1	i	0.0754	62.4
CCOC(=O)c1ccc(S(=O)(=O)NCCOc2ccc(-c3ccccc3)nn2)cc1	+	0.103*	54.5*
COc1ccc(S(=O)(=O)Nc2ccc(CC(=O)N3CCOCC3)cc2)cc1OC	i	0.109	58.3
CC1CN(C)CCN1CC1CCN(C(=O)c2ccc(F)cc2F)CC1 (stereo not drawn)	i	0.0727	35.6
O=C(CSc1ccc(NC(=O)c2ccccc2)nn1)Nc1ccc(F)cc1F	i	0.0672	51.2
COc1ccccc1CN1CCc2nc(SCC(=O)Nc3cccc(Cl)c3)[nH]c(=O)c2C1	i	0.129	59.0
COc1ccc(NC(=O)COc2ccc(F)cc2)cc1N1CCCCC1=O	i	0.0465	37.4
CN(C)C(CNC(=O)c1cccc2ccccc12)c1cccs1 (stereo not drawn)	i	0.0609	44.1
